# Bioassay records from PubChem.
# APEX1 inh: blocks human APE1 abasic DNA cleavage; P27695; recombinant APE1, TAMRA/BHQ-2 abasic DNA cleavage fluorescence; Potency, µM (doses to about 65.8 µM), without a hit: at the highest dose activity change, negative = inhibition, actives largely listed as inhibitors; 350,000 tested, 0.35% active; AID 2517;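 also: potency is read from the fitted curve at half-maximal effect; plate controls were vehicle for no effect and reference inhibitor for full effect; nearly all actives have a fitted effect of over 55% in size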
# Target sequence (P27695 whole entry, looked up): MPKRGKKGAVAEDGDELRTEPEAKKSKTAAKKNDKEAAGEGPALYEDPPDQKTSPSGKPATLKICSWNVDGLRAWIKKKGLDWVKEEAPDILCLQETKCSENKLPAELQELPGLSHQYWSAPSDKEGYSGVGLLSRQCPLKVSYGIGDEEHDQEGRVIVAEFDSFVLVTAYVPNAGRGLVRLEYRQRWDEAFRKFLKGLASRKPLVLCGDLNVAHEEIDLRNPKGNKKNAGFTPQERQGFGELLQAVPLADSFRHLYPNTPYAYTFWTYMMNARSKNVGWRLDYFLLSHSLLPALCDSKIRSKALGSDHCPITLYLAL
#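 APE1 at 0.75 nM preincubated 15 min at room temperature with compound. Reaction then started with 50 nM double-stranded THF-abasic substrate labelled with TAMRA/BHQ-2, and 525/598 nm fluorescence read kinetically. Activity taken as third-minus-first read difference, normalized to DMSO and NSC13755 controls.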
# ERG Ets-DNA blk: ERG Ets/DNA interaction inhibition. AID 624246. 370,000 tested, 0.028% active. Potency, µM (highest dose often 76.9 µM), inactives show at the top dose FP activity, negative = inhibition, usual class: inhibitors. fluorescence polarization, His-ERG Ets domain / labelled DNA. P11308; active = well fitted inhibition curve with a large enough effect in the polarisation, with a control signal flat; inconclusive = small, poorly fitted or top-dose-only effect, or effect the other way, or a change in a side signal; inactive = no such curve, though single readings can be large or run the other way; the % refers to the polarisation;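 also: polarization taken with two DNA probes labelled with fluorescein and Texas red; potency is read from the fitted curve at half-maximal effect; % of control where 0% means no effect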
#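 His-tagged ERG Ets domain (1 uM in the protein solution; 300mM KCl, 50mM Tris-HCl, 1mM EDTA, 1mM DTT, pH 7.5) received compound, then a probe mix of 5 nM fluorescein-DNA and 100nM Texas-615-DNA. Fluorescence polarization was read for both dyes.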
# Pol beta inh: inhibitors of human DNA polymerase beta; P06746; Potency, µM (series often up to 114 µM), for inactives: at the highest dose activity change, negative = inhibition, usual class: inhibitors; 340,000 tested, 1.3% active; Pol beta primer extension/strand displacement, fluorescence kinetic; also: potency is read from the fitted curve at half-maximal effect; % is scaled to controls: 0 for no effect and ±100 for the full control effect
#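 Preincubation: enzyme (10 nM) with compound, 15 min, RT. Reaction: substrate added to 50 nM final. Reads: 0 and 10 min. Analysis: normalized, Hill fit.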
# 12-LOX inh: blocks human arachidonate 12S-lipoxygenase; P18054; purified 12hLO, xylenol orange hydroperoxide absorbance; Potency, µM (top dose mostly 108 µM), for the others: at the top dose activity change, negative = inhibition, most hits filed as inhibitors; 580,000 tested, 1.1% active; also: potency is read from the fitted curve at half-maximal effect; % is scaled to controls: 0 for no effect and ±100 for the full control effect
# Target sequence (P18054 whole entry, looked up): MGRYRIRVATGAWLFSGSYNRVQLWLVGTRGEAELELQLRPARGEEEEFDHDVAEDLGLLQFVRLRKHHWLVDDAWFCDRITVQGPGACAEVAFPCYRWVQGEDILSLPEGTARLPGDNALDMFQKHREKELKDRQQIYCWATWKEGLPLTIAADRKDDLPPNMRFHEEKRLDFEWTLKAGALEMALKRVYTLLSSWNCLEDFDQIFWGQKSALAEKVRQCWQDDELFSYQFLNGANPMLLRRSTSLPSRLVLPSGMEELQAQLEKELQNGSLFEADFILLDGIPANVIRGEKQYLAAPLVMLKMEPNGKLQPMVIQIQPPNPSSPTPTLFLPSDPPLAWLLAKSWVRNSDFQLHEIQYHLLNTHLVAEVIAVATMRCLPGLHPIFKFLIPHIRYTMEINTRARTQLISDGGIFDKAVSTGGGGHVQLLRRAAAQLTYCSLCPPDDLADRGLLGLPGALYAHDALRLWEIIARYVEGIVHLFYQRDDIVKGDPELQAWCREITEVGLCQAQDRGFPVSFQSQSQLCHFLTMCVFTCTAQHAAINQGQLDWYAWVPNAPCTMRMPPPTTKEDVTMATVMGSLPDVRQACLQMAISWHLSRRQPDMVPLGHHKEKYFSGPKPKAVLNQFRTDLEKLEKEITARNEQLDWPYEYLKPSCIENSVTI
#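 Purified human 12hLO (150 nM final) in 25 mM Hepes, 0.01% Triton X-100, pH 7.0 was preincubated 15 min at room temperature with compound. Then 40 uM arachidonic acid was added, 30 min. Hydroperoxide was read by Fe-XO absorbance ratio 573/405 nm.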
# Pol eta inh: DNA polymerase eta (human) inhibition; Q9Y253; recombinant Pol eta, fluorescent DNA replication assay; Potency, µM (highest dose often 114 µM), for inactives: top-dose activity change, negative = inhibition, most hits filed as inhibitors; 390,000 tested, 1.2% active; AID 588591; also: potency is read from the fitted curve at half-maximal effect; % is scaled to controls: 0 for no effect and ±100 for the full control effect
#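 Pol eta (10 nM) was preincubated with compounds for 15 min at room temperature, after which fluorescent replication substrate (50 nM final) was added to start the reaction. Fluorescence was read kinetically at 0 and 10 min.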
# LDHA block: LDHA (human) enzyme inhibition. activity change, % (values are at about 110 or 230 µM). 480,000 tested, 0.15% active. purified LDHA, NADH/diaphorase-resazurin fluorescence; hits give low values. P00338; in the data active = activity change below about -30%; inconclusive = mostly about -25% to -30%;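 also: plate controls were DMSO wells for no effect and wells without enzyme for full effect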
#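 LDH5 2 nM; NADH 0.06 mM, pyruvate 0.2 mM; 200 mM Tris pH 7.4, EDTA, Tween-20; 5 min RT. Detection: diaphorase 0.133 mg/mL + resazurin 37 µM, fluorescence ex540/em590 at 0 and 20 min; normalized to enzyme-free and DMSO wells.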
# POLK inh: blocks human DNA polymerase kappa activity. 400,000 tested, 0.53% active. purified Pol kappa, fluorescent DNA synthesis assay, 10 min. Potency, µM (titrated, usually from 107 µM), for the others: at the top dose activity, negative = inhibition, hits mostly inhibitors. Q9UBT6. AID 588579; also: potency is read from the fitted curve at half-maximal effect; % is scaled to controls: 0 for no effect and ±100 for the full control effect
#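 Here, compound and 10 nM enzyme are combined for 15 min at room temperature; adding 50 nM substrate (final) starts DNA synthesis, tracked by fluorescence at 0 and 10 min against buffer-only wells.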
# RGS4 inhibitor: blocks human RGS4-accelerated GTP hydrolysis. P49798. Transcreener GDP fluorescence polarization, RGS4-accelerated GTP hydrolysis. Potency, µM (top dose mostly 114 µM), for the others: top-dose activity change, negative = inhibition, hits mostly inhibitors. 390,000 tested, 0.039% active. AID 504845; also: potency is read from the fitted curve at half-maximal effect; % is scaled to controls: 0 for no effect and ±100 for the full control effect; nearly all actives have a fitted effect of over 75% in size; some results filed as inactive show a strong effect at the top dose
#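 MLSMR compounds (23 nl, pin-transferred) preincubated 10 min at room temperature with a 500nM (2x) first reagent, then RGS4 at 900nM (2x) plus Transcreener GDP mix added; fluorescence polarization (620/688 nm) read before and after 90 min at 30 °C.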
# Apoferritin bind: candidate novel general anesthetic via apoferritin binding; P02791; apoferritin/1-aminoanthracene competitive binding, fluorescence; Potency, µM (highest dose often 77.5 µM), inactives show top-dose activity change, negative = displacement, usual class: inhibitors; 350,000 tested, 0.074% active; AID 485281; also: potency is read from the fitted curve at half-maximal effect; % is scaled to controls: 0 for no effect and ±100 for the full control effect; nearly all actives have a fitted effect of over 20% in size
#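 Horse-spleen apoferritin (10 uM) in 50% saturated 1-aminoanthracene in PBS was incubated 10 min at room temperature with compound. Fluorescence (ex 380, em 535 nm) was normalized to free and bound 1-AMA, with concentration-response fitted by a four-parameter Hill equation.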
# * hit, by the source's call; ? = inconclusive; . = not tested or not shown; & = joins results of further samples; [ ] = another dose, or the depositor's remark. Unless noted, calls follow the shape of the dose curve; as a rule, active = well fitted curve in the direction sought with a large enough effect; inconclusive = small, poorly fitted or top-dose-only effect, or another doubt; inactive = no such curve, though single readings can be large; an effect the other way counts as inactive or inconclusive. A portion of the library; count on the stated rates, not on these rows.
SMILES,APEX1 inh,ERG Ets-DNA blk,Pol beta inh,12-LOX inh,Pol eta inh,LDHA block,POLK inh,RGS4 inhibitor,Apoferritin bind
Nn1c(SCC(=O)Nc2ccc3c(c2)OCCO3)nnc1C(F)(F)F,4%,0%,45%,?,-13%,-16,-3%,23%,?
O=C(CN1CCCCC1)Nc1ccc(S(=O)(=O)N2CCCCCC2)cc1,-2%,-15%,0%,-4%,-10%,-10,-5%,18%,?
COc1ccc(NC2=CC(c3ccc(OC)c(OC)c3)N(c3ccc(OC)cc3)C2=O)cc1 (centres undefined),?,-9%,-1%,-5%,-11%,6,-20%,-7%,5%
CC(=O)Oc1c(Cl)cc(Cl)cc1/C=C/c1ccc2ccccc2n1,0%,-3%,15%,-22%,-12%,8,-4%,-22%,-12%
COc1cccc(CNS(=O)(=O)c2c(C(=O)N3CCCCCC3)c(C)n(C)c2C)c1,38%,10%,3%,-23%,-18%,-4,-20%,-16%[11.4 µM],-1%
COc1ccc(/C=C/C(=O)Nc2nc(N)n(-c3ccccc3)n2)cc1,1%,3%,1%,23%,-17%,-3,-10%,-4%,-10%
O=C(CNC(=O)c1cc2c(n(-c3ccccc3)c1=O)CCCC2=O)c1ccccc1,8%,1%,2%,234%[activator],1%,-5,-6%,8%,-6%
NC(=O)c1cc(S(=O)(=O)N2CCOCC2)ccc1N1CCCC1,29%,0%,5%,87%[activator],1%,-7,-20%,19%,0%
COc1cccc(/C=N/Nc2nc3ccccc3[nH]2)c1O,-2%,15%,-19%,-3%,-11%,6,7%,-2%,46%[activator]
COC(=O)/C(=C/c1ccc(F)cc1)NC(C)=O,17%,-7%,9%[57.1 µM],-13%,-11%,-3,0%,-2%,-1%
Cc1cc(C)n2nc(C(=O)N(C)C(c3ccccc3)c3ccccc3)nc2n1,2%,-3%,3%,-2%,-17%,-1,4%,0%,-14%
CN(C)CCN(C(=O)c1ccc2c(c1)OCCO2)c1nc2ccc(Cl)cc2s1,-4%,-8%,?,69%[activator],-17%,-7,-8%,11%,-15%
CN=c1nc(-c2ccccc2)n(-c2ccccc2)s1,5%&-3%,-9%,?,?,1%,-8&-11,-12%[60.1 µM],3.8µM*,.
COc1cc(Nc2cc(C)nc3ncnn23)cc(OC)c1OC,1%,5%,15%,?,-16%,8,16%,-6%,4%
N#Cc1c(NC(=O)c2ccc(Cn3cc(Br)cn3)o2)sc2c1CCCCC2,?,-3%,-25%,180%[activator],?,-1,-3%,-21%,13%
COC1=NS(=O)(=O)c2ccccc21,17%,-4%,7%,-19%,-11%,-5,-2%,13%,8%
[O-]/[N+](=C\c1ccncc1)c1ccc(Br)cc1,2%,-1%,15%,.,-10%,6,-7%,?,2%
Cc1cc(-n2c(C)cc(C(=O)CSc3nc(N)cc(=O)[nH]3)c2C)no1,-1%,-1%,-16%,-7%,5%,-2,-7%,16%[56.9 µM],-12%
CN1CCN(S(=O)(=O)c2cccc(C(=O)Oc3cccc(C#N)c3)c2)CC1,1%,17%,.,-16%,-5%,-5,-4%,-17%,.
Oc1ccc(-c2nccc(-c3ccccn3)n2)cc1,9%,-4%,-7%,0%,2%,4,2%,-6%,1%
Cc1ccccc1-n1c(SCC(=O)N(C)C2CCS(=O)(=O)C2)nc2ccccc2c1=O (centres undefined),16%,2%,2%,-2%,-15%,-8,-1%,-2%,-6%
CCC(C)(C)NC(=O)Cn1c(-c2ccccc2)cc(C(C)=O)c1C,-7%,9%,26%,-7%,-21%,-6,-14%,-21%,-3%
CCc1ccc(NC(=S)Nc2ccc(S(=O)(=O)Nc3ncccn3)cc2)cc1,0%,-6%,0%,-6%,-9%,-3,-7%,0%,-7%
CC(C)(C)NC(=O)COc1ccc(CNc2ncn[nH]2)cc1,-1%,6%,-9%,4%,-2%,-5,-5%,-9%,-2%
COc1ccccc1-n1c(-c2cc(-c3ccc(F)cc3)n[nH]2)n[nH]c1=S,14%,-7%,15%,40µM*,0%,-11,-6%,?,-3%
CC(C)(C)C1CCC(C(=O)OCC(=O)N2CCN(C(=O)c3ccco3)CC2)CC1 (centres undefined),-1%,-16%,-3%,0%,-19%,2,0%,-4%,-15%
CCOc1ccccc1N1CCN(Cc2cc3c(cc2[N+](=O)[O-])OCO3)CC1,6%,11%,26%,-13%,-7%,0,0%,-14%,-13%
Nc1ccc(-c2nc3c(ccc4ccccc43)[nH]2)cc1,-6%,8%,?,0%,?,1,-21%,4%,12%
Cc1c(NC(=O)c2ccc(Cl)c(S(=O)(=O)N3CCOCC3)c2)c(=O)n(-c2ccccc2)n1C,-2%,-3%,27%,-14%,-4%,8,-1%,-21%,-7%
COc1cccc(NC(=O)C2Cc3ccccc3CN2C(=O)c2ccco2)c1 (centres undefined),-6%,14%,-3%,1%,-2%,1,-7%,-23%,-16%
CCOC(=O)CNS(=O)(=O)c1c(C)noc1C,8%,-9%,13%,-11%,-22%,-2,-8%,-41%,4%
CCOCCCNC(=O)C(c1ccc(OC)cc1)N(Cc1ccc2c(c1)OCO2)C(=O)c1cnccn1 (centres undefined),-3%,7%,18%,-3%,-14%,4,5%,?,-6%
Cc1noc(C)c1C(=O)Nc1nc(-c2ccc(F)c(F)c2)cs1,2%,10%[15.4 µM],.,?,-16%,1,0%,-17%,.
O=C(NCc1ccccn1)C(C(=O)c1ccc(F)cc1)n1ccccc1=O (centres undefined),-2%,1%,0%,-6%,-9%,-12,-10%,25%,-4%
O=C(/C=C/c1ccccc1)NCCS(=O)(=O)N1CCN(c2ccc(F)cc2)CC1,12%,-19%,.,6%,-4%,-2,-7%,5%,.
CCOC(=O)CSC1=NC(=O)/C(=C\c2ccc(Cl)cc2)S1,-2%,-5%,-3%,45µM*,-5%,-11,-6%,-51%,-16%
COc1ccc(C2=CC(=O)CC(c3ccc(F)cc3)C2)cn1 (centres undefined),.,-7%,.,16%,-1%,0,1%,-10%,.
COc1ccc(NC(C)(C)c2nnnn2-c2c(C)cccc2C)cc1,-3%,-5%,0%,-3%,0%,-4,-8%,4%,1%
Cc1ccccc1C(=O)N1CCN(c2ccc(NC(=O)c3cccc(OC(C)C)c3)cc2)CC1,-15%,-14%,-1%,0%,-7%,-5,-13%,-15%,-6%
O=C(Nc1cc(-c2ccc(Cl)cc2)no1)c1ccc(F)cc1,.,0%,15%,-20%,-10%,-1,6%,-4%,3%

# Only LDHA block and 12-LOX inh, for 3 of the compounds above:
Compound,LDHA block,12-LOX inh
Cc1cc(-n2c(C)cc(C(=O)CSc3nc(N)cc(=O)[nH]3)c2C)no1,-2,-7%
CC(=O)Oc1c(Cl)cc(Cl)cc1/C=C/c1ccc2ccccc2n1,8,-22%
COc1ccc(NC2=CC(c3ccc(OC)c(OC)c3)N(c3ccc(OC)cc3)C2=O)cc1 (centres undefined),6,-5%

# Later entries.
SMILES,APEX1 inh,ERG Ets-DNA blk,Pol beta inh,12-LOX inh,Pol eta inh,LDHA block,POLK inh,RGS4 inhibitor,Apoferritin bind
O=C(CN1CCOCC1)Nc1ccc(-c2nc3ccccc3[nH]2)cc1,-3%,-9%,11%,17%,0%,-4,-4%,-14%,-10%
COc1ccccc1CN(C)C(=O)CSc1nnc(C2CC2)n1C1CC1,38%,-5%,.,2%,-16%,-3,-16%,19%,.
Cc1nc(-c2ccc(S(=O)(=O)Nc3ccccc3C)cc2)co1,-20%,6%,7%,10%,-12%,-1,4%,7%[11.4 µM],-19%
COc1ccc2c(ccc[n+]2[O-])c1,.,-4%,.,-2%,-3%,11,-2%,-1%,.
CN(c1ccc(OC(=O)CN2C(=O)NC3(CCCC3)C2=O)cc1)S(=O)(=O)c1ccccc1,2%,-2%,.,-9%,-13%,0,-14%,-5%,.
Cc1ccc(S(=O)(=O)N/N=C/c2cccc([N+](=O)[O-])c2)cc1,6%,-4%,9%,-19%,-9%,-5,-18%,-10%,-13%
O=C(Nc1ccc2c(c1)OCCO2)N1CCOCC1,5%,21%,-1%,222%[activator],2%,-4,-12%,16%,-1%
Cc1cc(NCC2CCCCC2)nc2ccccc12,-9%,1%,2%,-30%,-10%,-6,-10%,1%,?
COCCOC(=O)C1=C(C)N=C2SCCC(=O)N2C1c1cccs1 (centres undefined),0%,2%,1%,-5%,1%,-7,-1%,5%,-9%
Cc1ccc(/C=N\NC(=O)c2ccc(Cn3cc(Br)c([N+](=O)[O-])n3)o2)o1,-1%,-2%,-14%,4%,-5%,0,-9%,-22%,-9%
O=C(CN1CCCCC1)NNc1nc(-c2ccccc2)c2cc(Br)ccc2n1,-1%,6%,8%,440%[activator],-5%,-17,-2%,-7%,-9%
COC(=O)c1ccc(NC(=O)CN(c2ccc(OC)cc2)S(C)(=O)=O)cc1,-2%,7%,?,-2%,-3%,-3,-8%,-16%,-14%
COc1ccc(-c2sc3cc(OC)c(OC)cc3c2-c2ccc(O)cc2)cc1,-12%,24%,.,-20%,-1%,-3,-3%,28%,.
COc1ccc(N2CCN(c3oc(COc4ccccc4Cl)nc3C#N)CC2)cc1,-3%,-2%,21%,?,-19%,-2,-2%,-17%,148%[activator]
